UBC13 polyUb = UBC13 polyubiquitin chain formation inhibitors, primary screen, biochemical, TR-FRET, uHTS. Ubiquitin-conjugating enzyme E2 N (Homo sapiens), P61088. inhibition, % at 20 µM. hit rate 0.47% among 330,000; in the data active = inhibition above about 45%, passing the limit was not always enough
Target sequence (P61088 whole entry, looked up): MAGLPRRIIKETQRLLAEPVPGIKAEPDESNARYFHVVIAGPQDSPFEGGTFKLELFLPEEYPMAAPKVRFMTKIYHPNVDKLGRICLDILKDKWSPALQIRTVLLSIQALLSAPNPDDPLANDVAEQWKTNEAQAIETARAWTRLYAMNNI
CCR6 antagonist = CCR6 receptor antagonists, primary screen, cell-based, CHO-K1, luminescence, beta-arrestin, uHTS; CHO-K1 CCR6 PathHunter beta-arrestin, CCL20-stimulated; C-C chemokine receptor type 6 (Homo sapiens), P51684; hit rate 0.49% among 340,000; inhibition, % at 20 µM; AID 493098, 2011;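 active = compounds whose inhibition of the agonist-driven luminescence signal at 20 µM reaches about 50%, limit read from the data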;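 also: cells stimulated with CCL20 at 14 nM final; plate controls were DMSO with CCL20 for no effect and DMSO without agonist for full effect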
Target sequence (P51684 whole entry, looked up): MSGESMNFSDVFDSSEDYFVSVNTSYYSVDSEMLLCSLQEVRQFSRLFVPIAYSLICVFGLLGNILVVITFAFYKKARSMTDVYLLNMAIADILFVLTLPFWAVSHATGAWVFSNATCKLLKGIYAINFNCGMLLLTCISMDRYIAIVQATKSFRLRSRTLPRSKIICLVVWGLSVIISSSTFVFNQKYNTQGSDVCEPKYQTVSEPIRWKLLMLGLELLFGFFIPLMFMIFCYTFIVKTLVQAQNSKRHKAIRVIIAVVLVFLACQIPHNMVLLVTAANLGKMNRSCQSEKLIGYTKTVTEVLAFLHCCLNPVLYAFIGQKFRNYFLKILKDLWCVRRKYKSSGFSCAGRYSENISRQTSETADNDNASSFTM
Gli-Sufu antag = Gli-Sufu pathway antagonists, primary screen, luciferase luminescence, Sufu-KO-LIGHT cells, uHTS. AID 588413, 2011. hit rate 0.74% among 340,000. Sufu-KO-LIGHT fibroblasts, Gli luciferase reporter luminescence. inhibition, % at 5 µM;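 active = inhibition above about 55%, limit read from the data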;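 also: 0% = DMSO-treated cells and 100% = wells with medium but no cells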
Jurkat NFkB inh = inhibitors of induced NF-kB luciferase reporter, primary screen, TCR NF-kB activation inhibitor project, cell-based, luminescence, uHTS; Jurkat, PMA/ionomycin-induced NF-kB luciferase reporter; inhibition, % at 4 µM; hit rate 0.53% among 330,000; AID 435003, 2010
697 NFkB inh = inhibitors of PMA/ionomycin-induced NF-kB reporter, 697 cells, primary screen, B-cell NF-kB inhibitor project, cell-based, luminescence, uHTS; hit rate 0.33% among 330,000; inhibition, % at 4 µM; 697 B-cell NF-kB luciferase reporter, 16 h; in the data active = inhibition above about 35%
EBI2 antag = EBI2 receptor antagonists, beta-arrestin recruitment, primary screen, cell-based, luminescence, 7a,25-OHC stimulation, uHTS; G-protein coupled receptor 183 (Homo sapiens), P32249; 7a,25-OHC stimulated; inhibition, % at 5 µM; hit rate 0.81% among 360,000; AID 651636, 2012; in the data active = inhibition above about 38%;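 also: enzyme fragment complementation signal reports receptor beta-arrestin coupling in cells; 0% = agonist plus DMSO wells and 100% = wells without agonist; some results beyond the cut were filed as inactive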
Apaf1 inhib = inhibitors of human Apaf-1 apoptosome, primary screen, biochemical, DEVD-Rh110 fluorescence, uHTS. Apoptotic protease-activating factor 1 (Homo sapiens), O14727. reconstituted apoptosome caspase-3 activity. inhibition, % at 20 µM. hit rate 0.71% among 330,000. AID 489030, 2010; active = inhibition of at least 40% at 20 µM;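 also: plate controls were DMSO wells for no effect and DEVD-CHO caspase inhibitor wells for full effect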
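Material: reconstituted apoptosome with Apaf-1, cytochrome c, caspase-9, procaspase-3, dATP / Buffer or medium: pH 7.5 Hepes buffer with CHAPS, BSA, DTT / Also added: cytochrome c with DEVD-Rh110 / Schedule: compound with Apaf-1, dATP, procaspase-3 30 min, then 50 min reaction, room temperature / Technique: rhodamine 110 fluorescence at Ex 480/Em 540 nm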
SENP8 block = SENP8 protease inhibitors, primary screen, biochemical, luminescence; inhibition, % at 10 µM; hit rate 1.2% among 330,000; purified SENP8, Z-RLRGG-aminoluciferin cleavage; Sentrin-specific protease 8 (Homo sapiens), Q96LD8; AID 2540, 2010
Target sequence (Q96LD8 whole entry, looked up): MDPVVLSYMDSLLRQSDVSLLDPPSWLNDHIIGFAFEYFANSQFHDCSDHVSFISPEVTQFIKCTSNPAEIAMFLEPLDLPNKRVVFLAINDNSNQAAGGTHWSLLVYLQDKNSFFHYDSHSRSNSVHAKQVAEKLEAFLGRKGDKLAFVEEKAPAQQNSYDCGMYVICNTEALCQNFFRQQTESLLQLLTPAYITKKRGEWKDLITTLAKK
The depositor's hits bear a star; & = joins results of further samples. Rule as the data show it, unless noted: active = inhibition above about 50%; inactive = the rest. Not all compounds are listed; the hit share may differ from the screen's.

A first look (4 entries):
SMILES	UBC13 polyUb	CCR6 antagonist	Gli-Sufu antag	Jurkat NFkB inh	697 NFkB inh	EBI2 antag	Apaf1 inhib	SENP8 block
CCCCc1c(C)nc(N)[nH]c1=O	10	-12	-4	4	14	0	-1	-2
CSCCC(NC(=O)c1ccccc1Br)C(=O)NNC(=O)c1ccncc1 (centres undefined)	6	5	2	2	22	-3	-6	0
CCCCC(=O)NC(c1ccccc1)c1ccc2cccnc2c1O (centres undefined)	-26	34	-26	42	-10	-5	11	-3
COc1ccc(F)cc1S(=O)(=O)n1nnc2ccccc21	0	16	-40	-6	-13	2	11	2

The list itself, repeating the preview:
SMILES	UBC13 polyUb	CCR6 antagonist	Gli-Sufu antag	Jurkat NFkB inh	697 NFkB inh	EBI2 antag	Apaf1 inhib	SENP8 block
CCCCc1c(C)nc(N)[nH]c1=O	10	-12	-4	4	14	0	-1	-2
CSCCC(NC(=O)c1ccccc1Br)C(=O)NNC(=O)c1ccncc1 (centres undefined)	6	5	2	2	22	-3	-6	0
CCCCC(=O)NC(c1ccccc1)c1ccc2cccnc2c1O (centres undefined)	-26	34	-26	42	-10	-5	11	-3
COc1ccc(F)cc1S(=O)(=O)n1nnc2ccccc21	0	16	-40	-6	-13	2	11	2
CCOC(=O)c1[nH]c(C)c(/C(O)=C2\C(=O)C(=O)N(CCN(C)C)C2c2ccco2)c1C (centres undefined)	-15	5	5	-3	-4	-5	0	-4
CC1(C)CC(NC(=O)C2CCC(=O)N(C3CC3)C2)CC(C)(C)C1 (centres undefined)	0	7	-12	-7	1	-15	-9	0
C(=N\Nc1ccccc1)/c1ccc(N2CCOCC2)cc1	-17	0	-51	-52	-50	4	-11	-8
CC(C)Oc1ccc(C(=O)CCN2CCOCC2)cc1	-1	-5	-2	3	6	-8	-11	0
CC1CCCC(NC(=O)COC(=O)[C@@H]2CC(O)CN2S(=O)(=O)c2ccc3c(c2)OCCO3)C1C (some centres undefined)	-1	4	-4	-6	12	-5	4	-4
O=C(c1ccsc1)N1CCCC(N2CCN(c3ccccc3F)CC2)C1 (centres undefined)	2	-7	7	-2	3	1	6	7
CCCCC(=O)Nc1nnc(CCc2ccccc2)s1	7	6	-3	-1	22	-1	9	-6
CC(=O)NC(c1cccs1)c1cc(Cl)c2ccccc2c1O (centres undefined)	71*	-23	-4	5	3	-25	8	10
CC(C)C(NC(=O)c1ccco1)C(=O)OCC(=O)c1ccccc1 (centres undefined)	3	4	-9	3	18	-11	3	3
C=C1CCC[C@]2(C)C[C@H]3OC(=O)C(CN4CCCCC4CO)[C@H]3CC12 (some centres undefined)	5	-11	5	19	8	11	6	-8
N#Cc1ccccc1/C=C/C(=O)N1CCOCC1	-8	3	0	-4	3	7	4	-7
Oc1ccccc1-c1nc(NCCN2CCOCC2)c2ccccc2n1	9	9	5	-10	12	-15	17	-10
O=C(CN1C(=O)NC2(CCSC2)C1=O)NCc1ccccc1 (centres undefined)	-8	3	-11	2	12	6	2	-14
CCc1cc(CNC(=O)CCc2nnc(Cc3cccc(C)c3)o2)on1	2	4	-1	-6	9	-4	7	1
COCC1CCN(C(=O)c2ccc3oc(CCCc4ccccc4)nc3c2)C1 (centres undefined)	8	6	-11	-1	-18	-6	3	-12
CCc1nc2ccccc2c(C(=O)OCC(=O)Nc2cccc(S(=O)(=O)N3CCOCC3)c2)c1C	7	-10	23	32	4	-1	-4	2
CCOC(=O)N/N=C(\C)c1ccc(C)o1	-1	6	1	-24	9	-19	3	-7
O=c1[nH]c(CSc2ncc(C(F)(F)F)cc2Cl)nc2ccccc12	-2	-1	-16	-11	-11	9	8	-8
CCOCC(=O)OCC(=O)Nc1cc(OC)c([N+](=O)[O-])cc1C	-10	14	1	11	-3	-14	-10	-11
CCc1ccc(N(CC(=O)N2CCN(Cc3ccccc3)CC2)S(C)(=O)=O)cc1	-9	-4	2	-5	-6	-6	-1	-12
CCCOc1ccc(Cl)cc1CN1CCOCC1	6	13	-10	-13	3	-2	-3	10
O=C(NCc1ccc2c(c1)OCO2)Oc1ccccc1	-2	6	-9	9	-10	0	-2	4
CCOc1cc(C(=O)N[C@@H](C)C(=O)N2CCC3(CC2)NCCc2[nH]cnc23)cc(OCC)c1OCC	0	1	9	-12	-14	2	-2	3
Cn1nnnc1Sc1ncnc2scc(-c3ccc(C#N)cc3)c12	7	6	36	-9	-246	7	6	16
CCCCN(C)CCCNC(=O)c1cc(=O)[nH]c2ccc(S(=O)(=O)N3CCCCC3C)cc12 (centres undefined)	5	-16	-5	-9	5	-9	10	4
NC(=O)C[C@@H]1N[C@]2(C(=O)Nc3ccccc32)[C@@H]2C(=O)N(C3CCCCC3)C(=O)[C@H]12	8	-21	7	17	16	0	-11	1
COc1cc(-c2noc(CCCC(=O)NCc3ccco3)n2)cc(OC)c1OC	-3	-3	-2	3	23	10	-1	-7
COc1ccc(-n2ncc(C(C)NS(=O)(=O)c3ccc(C)s3)c2C)cc1 (centres undefined)	-2	17	-1	5	15	-1	12	-4
Cc1cc(C)c2c(=O)cc(C(F)(F)F)oc2n1	1	13	-3	-3	15	-6	-8	0
O=C(CCCc1ccccc1)NC12CC3CC(CC(C3)C1)C2	4	17	-114	-123	-149	12	20	7
CSc1ccc(/C=C(\C#N)C(=O)NC2CCCCC2C)cc1 (centres undefined)	8	32	-11	3	-1	32	10	-1
COc1ccccc1NC(=O)CSc1nc(O)cc(=O)n1C	-2	5	0	-7	4	-12	-8	-10
O=C(Nc1c(-c2ccccc2)nc2ccccn12)c1ccccc1	-9	5	-11	-26	-47	-11	-3	-1
Cc1ccc(S(=O)(=O)NNC(=O)C2COc3ccccc3O2)cc1C (centres undefined)	17	-4	7	3	12	-1	-20	-1
COc1ccccc1-c1noc(-c2ccccc2C(=O)N2CCOCC2)n1	-9	-11	1	-9	-1	5	-9	-2
O=C(Nc1cccnc1)NC1CCCCC1	6	3	-8	-12	28	-1	-1	0
O=C(NCCc1ccccc1)C1CCN(c2nc3ccccc3o2)CC1	11	-1	7	-1	7	6	-5	4
CCOC(=O)C1=C(O)/C(=C\c2sccc2C)N=C1C	-6	2	1	2	-27	-3	4	-8
CC(C)c1nnc(NC(=O)CCC(=O)NCc2ccc(F)cc2)s1	11	10	38	10	5	1	-6	-2
CCn1c(SCC(=O)Nc2cc(C(C)(C)C)nn2-c2ccccc2)nnc1-c1cccs1	4	5	-6	-11	-6	2	-11	-4
Cc1cc(C)c(C(N)=O)c(SCC(=O)c2cc(C)c(C)cc2C)n1	8	7	3	4	8	-6	2	3
CCNc1nc(N)nc(Oc2ccc(OCC)nn2)n1	0	0	4	-11	0	4	-23	-1
CCCOc1ccc(C(=O)NC(=S)NCc2cccnc2)cc1	4	11	4	1	-2	2	8	-5
CNC(=O)CSc1nnc(COc2ccc([N+](=O)[O-])cc2)n1C	4	8	-8	15	15	-3	-6	2

A few values from the results shown:
Jurkat NFkB inh with `O=C(NCCc1ccccc1)C1CCN(c2nc3ccccc3o2)CC1` = -1
Apaf1 inhib with `CCOC(=O)C1=C(O)/C(=C\c2sccc2C)N=C1C` = 4

Further structures:
SMILES	UBC13 polyUb	CCR6 antagonist	Gli-Sufu antag	Jurkat NFkB inh	697 NFkB inh	EBI2 antag	Apaf1 inhib	SENP8 block
Cc1ccc(-c2nc(NC(=O)c3nn(C)cc3[N+](=O)[O-])sc2C)cc1C	-9	1	-10	24	-37	27	-10	-5
O=C(NCCc1ccccc1)c1ccc(CS(=O)Cc2cccc(Cl)c2)o1 (centres undefined)	1	12	-11	8	-14	23	3	11
CC(C)CC1Nc2ncnc(N3CCN(c4ccccn4)CC3)c2N(Cc2ccccc2)C1=O (centres undefined)	8	19	8	3	15	13&15	20	-1
CC(C)(CO)CNC(=O)CCc1nnc(CCCc2ccccc2)o1	-2	4	-3	-9	-11	-7	-12	3
NC(=O)c1nsc(C(=O)N(c2cccc(F)c2)C(C(=O)NCC2CCCO2)c2cccs2)c1N (centres undefined)	43	6	8	-3	-20	15	15	-4
COc1cccc(NC(=O)c2cnsn2)c1	-12	13	-16	-19	-19	1	7	-5
CC(Sc1nnc(-c2cccs2)n1-c1ccccc1)C(=O)NCc1ccc2c(c1)OCO2 (centres undefined)	2	6	-5	0	-6	-5	20	6
COC(=O)CCSc1nccn1Cc1ccccc1	6	-3	1	7	12	-1	-1	-1
CN(/C(=N/S(=O)(=O)c1ccccc1)c1ccccc1)S(=O)(=O)c1ccccc1	-12	12	5	4	-25	-3	-7	-10
COc1ccccc1NC(=O)N(Cc1ccc2c(c1)OCO2)Cc1nc2ccccc2c(=O)[nH]1	10	7	0	5	16	-5	6	7
CC1Cc2ccccc2N1C(=O)NC1CC(=O)N(c2ccc3c(c2)OCCO3)C1 (centres undefined)	5	-8	8	-8	23	-3	-9	2
CC1CCc2c(C(=O)NCCCN3CCOCC3)csc2C1 (centres undefined)	3	12	2	20	25	-3	-12	5
COc1ccc(C(=O)NNC2=C(C(=O)C(F)(F)F)CCC2)cc1	2	15	-4	-1	14	-1	-5	1
Cc1cccc(C(=O)Nc2nnc(Cc3c[nH]c4ccccc34)s2)c1	0	1	-30	-4	1	14	-2	-6
CCN(CC)CCNC(=O)C12CC3CC(CC(C3)C1)C2	4	3	-10	-6	19	4	2	5
CC(C)Oc1ccc(C2NC(=O)NC2=O)cc1 (centres undefined)	2	10	0	-18	-22	-13	3	5
COc1cccc(-c2c(C(=O)N/N=C/c3ccc(C)s3)nnn2-c2nonc2N)c1	2	8	-19	19	3	-1	12	-4
N#Cc1c(-c2ccc(F)cc2)noc1N	-1	-37	18	3	-8	-1	11	-9
NC(=O)C1CC(=O)N(Cc2ccc3c(c2)OCO3)C(=Nc2ccccc2)S1 (centres undefined)	6	2	3	7	4	2	-4	-8
Cn1c(NC(=O)COc2ccccc2)cc(=O)n(C)c1=O	7	11	2	4	10	2	-6	-2
CN(CC1CCOCC1)C(=O)c1ccc2nc(Cc3cccc(Cl)c3)oc2c1	-11	2	4	-18	-31	-4	8	-10
Cc1ccc(NC(=S)N2CCN(S(=O)(=O)c3ccccc3)CC2)cc1	-3	8	9	-12	-2	-20	2	-14
Cc1cc(Br)ccc1NC(=O)CNC(=O)Cn1ncc(Cl)c(Cl)c1=O	5	-8	-10	28	-26	41	13	-2
CCOc1cc(C2NC(=O)NC(C)=C2C(C)=O)cc(Cl)c1OCC(=O)O (centres undefined)	1	6	2	5	-3	-3	4	-2
COc1ccc(N2C(=O)CC(Sc3n[nH]c(-c4ccccc4)n3)C2=O)cc1 (centres undefined)	-4	-1	9	5	13	3	-8	0
CCCOc1ccc(C(=O)Nc2cccnc2)cc1	-5	-5	0	-66	9	-9	3	37
Nc1c(Cl)ncnc1N1CCN(c2ncnc(Cl)c2N)CC1	8	-16	-3	15	27	4	-16	-12
O=C(Nc1ccc(-c2cc3ccccc3oc2=O)c(Cl)c1)c1cccnc1	4	-4	-17	5	-28	5	-11	7
CCOC(=O)c1c(NC(=O)c2nc3n(n2)C(C(F)F)CC(C)N3)sc2c1CCCC2 (centres undefined)	19	-9	1	-2	2	9	13	-4
CCOC(=O)C1(S(=O)(=O)c2ccc(Cl)cc2)CCN(Cc2ccccc2)CC1	5	1	4	18	7	3	11	0
CCn1ncc(Br)c1C(=O)Nc1ccc(C(C)C)cc1	-3	18	-16	-28	-19	-1	15	-20

Screening data: PubChem, Sanford-Burnham Center for Chemical Genomics
